# TbPYK inhibitor: blocks Trypanosoma brucei pyruvate kinase | Q57TT1 | TbPYK enzyme, Kinase-Glo Plus ATP luminescence, 45 min | Potency, µM (titrated, usually from 76.8 µM), for inactives: at the top dose activity, negative = inhibition, most hits filed as inhibitors | hit rate 0.12% among 410,000 | AID 624173; further: nearly all actives have a fitted effect of over 50% in size
#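 Assay buffer: 50 mM TEA pH 7.2, 100 mM KCl, 10 mM MgCl2, 0.05% BSA, 0.01% Tween-20. Pyruvate kinase from T. brucei plus substrate met compound, then ADP (130 uM final). Luminescence was read post 45 min RT.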
# Pf growth 96h: P. falciparum growth inhibition at 96 hour, primary screen for plastid delayed-death inhibitors; P. falciparum luciferase reporter growth, 96 h; Potency, µM (top dose mostly 28.7 µM), for the others: at the top dose activity change, negative = inhibition, usual class: inhibitors; hit rate 6.9% among 320,000; AID 504834
#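 Erythrocytes infected with luciferase-expressing P. falciparum were dispensed at 2% hematocrit and 0.05% parasitemia (final), then incubated with compounds 96 hours at 37 C in 5% CO2. Luminescence after detection reagent addition reported growth.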
# LmPK inh: inhibitors of Leishmania mexicana pyruvate kinase; AID 1721; Potency, µM (doses to about 57.5 µM), for the others: at the top dose activity change, negative = inhibition, actives largely listed as inhibitors; purified LmPK, Kinase-Glo ATP luminescence, 1 h; Q27686; hit rate 0.37% among 290,000
# Target sequence (Q27686 whole entry, looked up): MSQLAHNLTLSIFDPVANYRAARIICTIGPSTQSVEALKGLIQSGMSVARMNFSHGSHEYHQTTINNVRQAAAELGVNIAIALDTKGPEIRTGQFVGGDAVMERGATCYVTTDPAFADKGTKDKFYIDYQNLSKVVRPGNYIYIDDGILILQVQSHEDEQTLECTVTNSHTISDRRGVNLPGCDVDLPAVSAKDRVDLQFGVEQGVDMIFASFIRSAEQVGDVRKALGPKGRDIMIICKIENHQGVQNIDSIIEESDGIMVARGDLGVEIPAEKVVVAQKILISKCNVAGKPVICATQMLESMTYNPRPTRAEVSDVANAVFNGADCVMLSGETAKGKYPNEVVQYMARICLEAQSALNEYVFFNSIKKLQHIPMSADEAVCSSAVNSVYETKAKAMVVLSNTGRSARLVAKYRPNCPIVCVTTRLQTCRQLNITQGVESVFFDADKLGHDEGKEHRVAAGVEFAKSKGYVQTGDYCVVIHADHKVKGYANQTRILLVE
#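 ATP generated from ADP (0.1 mM) and PEP (0.5 mM) by 0.1 nM LmPK over 1 h at room temperature (pH 7.2 imidazole buffer) was detected by coupled luciferase luminescence. Values were normalized to uninhibited and no-enzyme wells.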
# Sm TGR inh: S. mansoni TGR enzyme inhibition. purified TGR, DTNB reduction, TNB absorbance 405 nm. Potency, µM (titrated, usually from 114 µM), without a hit: at the highest dose activity change, negative = inhibition, usual class: inhibitors. hit rate 3% among 360,000; further: nearly all actives have a fitted effect of over 60% in size
#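 Kinetic colorimetric format: TGR-catalysed, NADPH-driven DTNB reduction monitored via TNB absorbance. Enzyme dispensed at 20 nM; compound exposure 15 min at room temperature before reaction start.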
# HCV inh: HCV inhibition. Potency, µM (titrated, usually from 41.8 µM), for inactives: at the top dose activity change, negative = inhibition, usual class: inhibitors. AID 651820. hit rate 3.4% among 340,000. Huh7.5.1 HCVcc-Cre infection, luciferase reporter, 44 h
#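 After 44 h co-culture of compound, cells and HCVcc-Cre (~0.5 moi), substrate is added for 15 min at room temperature and luciferase measured over 15 sec. Cells were seeded at 1,000/well and pre-cultured 4 h.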
# Pf growth 48h: P. falciparum growth inhibition at 48 hours (one generation); P. falciparum luciferase growth in erythrocytes, 48 h; Potency, µM (series often up to 28.7 µM), without a hit: at the top dose activity change, negative = inhibition, hits mostly inhibitors; hit rate 5.9% among 310,000
#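 In quantitative HTS format, infected erythrocytes bearing luciferase-reporter parasites were treated for a single generation at 37 C. Luminescence after adding detection reagent served as the growth measure.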
# An asterisk follows results filed as active; i = inactive; ? = inconclusive; . = not tested or not shown; & = joins results of further samples; [ ] = dose if it differs, or a comment. The call rests on the fitted dose curve; in most records, active means well fitted curve in the direction sought with a large enough effect; inconclusive means small, poorly fitted or top-dose-only effect, or another doubt; inactive means no such curve, though single readings can be large; an effect the other way counts as inactive or inconclusive. On the % scale 0 is the no-effect control and ±100 the full control effect; potency means the concentration at half of the fitted maximal effect.
SMILES,TbPYK inhibitor,Pf growth 96h,LmPK inh,Sm TGR inh,HCV inh,Pf growth 48h
CCn1cc(C(=O)NCCC(=O)NCCO)c(=O)c2cc3c(cc21)OCO3,1.8%,?,-2.6%,9.0%,-2.3%,16.2%
COC(=O)c1ccc(Cn2nnc3c(=O)[nH]c(C4CCCN(S(=O)(=O)c5ccccc5)C4)nc32)cc1 (configuration not stated),-4.5%&3.4%,1.4%,0.0%,-9.4%&-0.2%,5.9%,?
COc1ccc(S(=O)(=O)N2CCCCC2)cc1-n1cnnn1,1.5%,?,-6.0%,8.1%,18.5%,-2.1%
Cc1ccc(OCC(=O)NC2CCS(=O)(=O)C2)cc1 (configuration not stated),-12.9%,35.1%[activator],-1.6%,6.3%,3.2%,.
CCc1ccc2[nH]c(=O)c(CN(Cc3ccc4c(c3)OCO4)Cc3nnnn3C3CCCC3)cc2c1,-0.1%,1.1%,0.8%,-10.2%,?,?
CS(=O)(=O)N(CC(=O)NCc1ccc2c(c1)OCO2)Cc1ccc(Cl)cc1,-7.3%,-4.6%,-1.5%,-1.0%,0.5%,0.5%
O=C(NCCO)c1cccc2c1-c1ccccc1C2=O,5.7%,32.2%,-2.9%,4.6%,20.6%,18.6%
COc1ccc(-c2cc(C#N)nc(N3CCN(C)CC3)n2)cc1,4.0%,?,4.9%,22.1%,12.6µM*,-8.3%
O=C(CCS(=O)(=O)c1ccccc1)Nc1nc2cc3c(cc2s1)OCCO3,-2.4%,5.22µM*,1.7%,10µM*,2.2%,-35.9%
Cc1ccc(C)c(N(CC(=O)N2CCCC2)S(C)(=O)=O)c1,4.3%,?,-3.0%,-4.9%,-1.1%,-14.0%
Cc1sc2ncnc(N3CCC(C(=O)Nc4sc5c(c4C(N)=O)CCC(C)C5)CC3)c2c1C (configuration not stated),4.8%,-10.8%,.,0.9%,-1.3%,-8.8%
Cc1noc(C)c1CSc1nnc(-c2ccccc2)o1,1.9%,16.2%,0.4%,7.3%,25.8%,18.6%
COc1ccc(OCC(O)CN2CCCCC2)cc1 (configuration not stated),-2.2%,18.4%,-1.7%,0.0%,11.2%,.
COc1cccc(Cn2cnc3c(NS(=O)(=O)c4ccc(Cl)cc4)c(C)c(C)cc32)c1,-8.1%,4.65µM*,1.0%,-11.2%,4.2%,13.1µM*
CC(=O)Nc1ccc(NC(=O)CCc2nc3sc4c(c3c(=O)[nH]2)CCCC4)cc1,2.8%,-34.8%,.,6.5%,3.5%,?
O=C(O)c1cscn1,-1.8%,4.8%,2.2%,-1.8%,-2.5%,16.1%
COc1ccc(/C=N/Nc2snc(SC)c2C#N)cc1OC,-2.4%,90.0%[activator],-17.9%,-14.9%,?,4.15µM*
O=c1[nH]c(=O)n(Cc2ccc(F)cc2)c(O)c1C=NCc1cccnc1,1.3%,2.4%,7.4%,7.9%,1.3%,?
CCCn1c(=O)c(/C(N)=N/O)nn(-c2cccc(C(F)(F)F)c2)c1=O,4.0%,8.1%,1.6%,3.8%,22.1%,?
COc1ccc(/C=C(/NC(=O)c2ccco2)C(=O)Nc2ccc(C(C)=O)cc2)cc1,-8.8%,32.6%[activator],4.1%,-7.0%,-9.6%,-13.7%
O=C(CSc1ncnc2c1cnn2CCc1ccccc1)Nc1ccc(F)cc1,.,-0.7%,6.0%,-1.2%,.,3.7%
COc1ccc(-c2cc(C(=O)Nc3ccc(C(N)=O)cc3)c3ccccc3n2)cc1OC,0.3%,3.7µM*,-4.3%,-12.1%,?,?
O=C(NCc1cccc2ccccc12)Nc1ccccc1,0.3%,-12.7%,1.4%,-3.0%,-25.3%,-27.2%
Cc1ccc2ccc(S(=O)(=O)NCc3ccccn3)cc2c1,0.0%,17.3%,11.9%,-2.2%,-2.1%,52.2%[activator]
NC(=S)NC(=O)/C=C/c1ccccc1,2.2%,2.08µM*,1.1%,-6.5%,?,32.7%[activator]
NC(=S)N=Nc1ccc(NN=C(N)N)cc1,?,?,-6.3%,50.1µM*,-29.0%,1.2µM*
COc1ccc(Cc2nc3ccc(C(=O)NCCc4ccncc4)cc3o2)cc1OC,-3.1%,41.9%[activator],-0.7%,-0.2%,-7.1%,-8.2%
CCOC(=O)C(=O)Nc1ccccc1C(=O)NCc1ccccc1,-0.7%,?,0.6%,.,9.4%,11.0%
Cc1ccc(/C=C(\NC(=O)c2ccc(C)cc2)c2nc(=S)[nH][nH]2)cc1,-1.5%,0.0%,-0.9%,3.9%,-3.0%,71.5%[activator]
Cc1c(NC(=O)c2ccccc2NS(=O)(=O)c2ccc(F)cc2)c(=O)n(-c2ccccc2)n1C,-1.4%,?,1.5%,-22.4%,17.8%,-4.6%

# 15 of these compounds in another layout.
# Under each structure – TbPYK inhibitor | Pf growth 96h | LmPK inh | Sm TGR inh | HCV inh | Pf growth 48h
> COc1ccc(OCC(O)CN2CCCCC2)cc1 (configuration not stated)
 : -2.2% | 18.4% | -1.7% | 0.0% | 11.2% | .
> COc1cccc(Cn2cnc3c(NS(=O)(=O)c4ccc(Cl)cc4)c(C)c(C)cc32)c1
 : -8.1% | 4.65µM* | 1.0% | -11.2% | 4.2% | 13.1µM*
> CC(=O)Nc1ccc(NC(=O)CCc2nc3sc4c(c3c(=O)[nH]2)CCCC4)cc1
 : 2.8% | -34.8% | . | 6.5% | 3.5% | ?
> O=C(O)c1cscn1
 : -1.8% | 4.8% | 2.2% | -1.8% | -2.5% | 16.1%
> COc1ccc(/C=N/Nc2snc(SC)c2C#N)cc1OC
 : -2.4% | 90.0%[activator] | -17.9% | -14.9% | ? | 4.15µM*
> O=c1[nH]c(=O)n(Cc2ccc(F)cc2)c(O)c1C=NCc1cccnc1
 : 1.3% | 2.4% | 7.4% | 7.9% | 1.3% | ?
> CCCn1c(=O)c(/C(N)=N/O)nn(-c2cccc(C(F)(F)F)c2)c1=O
 : 4.0% | 8.1% | 1.6% | 3.8% | 22.1% | ?
> COc1ccc(/C=C(/NC(=O)c2ccco2)C(=O)Nc2ccc(C(C)=O)cc2)cc1
 : -8.8% | 32.6%[activator] | 4.1% | -7.0% | -9.6% | -13.7%
> O=C(CSc1ncnc2c1cnn2CCc1ccccc1)Nc1ccc(F)cc1
 : . | -0.7% | 6.0% | -1.2% | . | 3.7%
> COc1ccc(-c2cc(C(=O)Nc3ccc(C(N)=O)cc3)c3ccccc3n2)cc1OC
 : 0.3% | 3.7µM* | -4.3% | -12.1% | ? | ?
> O=C(NCc1cccc2ccccc12)Nc1ccccc1
 : 0.3% | -12.7% | 1.4% | -3.0% | -25.3% | -27.2%
> Cc1ccc2ccc(S(=O)(=O)NCc3ccccn3)cc2c1
 : 0.0% | 17.3% | 11.9% | -2.2% | -2.1% | 52.2%[activator]
> NC(=S)NC(=O)/C=C/c1ccccc1
 : 2.2% | 2.08µM* | 1.1% | -6.5% | ? | 32.7%[activator]
> NC(=S)N=Nc1ccc(NN=C(N)N)cc1
 : ? | ? | -6.3% | 50.1µM* | -29.0% | 1.2µM*
> COc1ccc(Cc2nc3ccc(C(=O)NCCc4ccncc4)cc3o2)cc1OC
 : -3.1% | 41.9%[activator] | -0.7% | -0.2% | -7.1% | -8.2%

# Later entries
SMILES,TbPYK inhibitor,Pf growth 96h,LmPK inh,Sm TGR inh,HCV inh,Pf growth 48h
C=COCCNC(=S)Nc1ccccc1,-6.4%,38.2%[activator],6.0%,?,0.9%,?
CC(=O)c1cc2c(cc1NC(=O)Cn1nc(-c3ccc(F)cc3)ccc1=O)OCO2,2.2%,23.7%,-2.7%,4.0%,?,?
CC(=O)Nc1cccc(OCCCNC(=O)c2ccc(C(C)(C)C)cc2)c1,-7.8%,?,-2.7%,5.1%,10µM*,-19.2%
Cc1nnc(SCC(=O)N2c3ccccc3CC2C)[nH]c1=O (configuration not stated),-4.2%,-4.7%,-1.1%,-10.7%,10.7%,0.1%
Cc1ccc(S(=O)(=O)N2CCOCC2)cc1C(=O)N(C)CCOc1ccc(Cl)cc1,-5.4%,-4.1%,11.3%,-1.0%,?,?
O=C(c1cc(COc2ccc(F)cc2F)on1)N1C[C@H]2CC[C@H]1C2,3.1%,0.0%,-8.9%,-21.7%,-27.4%,35.7%[activator]
Cc1ccccc1C(=O)Nc1ccc(S(=O)(=O)N2CCCC2)cc1,-6.9%,3.1%,1.8%,-2.8%,?,17.6%
COc1ccc(C(C(=O)NC2CCCC2)N(C(=O)c2ccco2)c2ccccc2OC)cc1 (configuration not stated),1.3%,34.1%[activator],0.7%,-4.4%,3.7%,-23.8%
COc1ccc(C2=NOC(C(=O)NCc3ccccn3)C2)cc1 (configuration not stated),-5.6%,-19.8%,0.9%,6.7%,3.6%,7.2%
CC(=O)NC(Cc1ccccc1F)C(=O)NC1CCN(c2ncccc2[N+](=O)[O-])CC1 (configuration not stated),0.7%,?,2.3%,1.9%,7.5%,?
Cc1cc(CN(C)C(=O)c2ccc3nc(Cc4ccccc4F)oc3c2)n[nH]1,4.4%,-17.8%,8.3%,6.2%,-29.1%,-7.8%
CCN(CC(=O)Nc1ccc(Br)cc1)CC(=O)Nc1cc(C)on1,-6.7%,6.7%,.,50.1µM*,?,-0.1%
CCOC(=O)c1cnc2c(-c3ccccc3OC)c(C)nn2c1C,0.9%,45.5%[activator],-0.6%,.,5.3%,-0.7%
O=C(Nc1ccccc1)c1ccc(NCC2CCCO2)c(S(=O)(=O)N2CCOCC2)c1 (configuration not stated),-5.5%,-28.7%,2.0%,-3.2%,-11.7%&-17.6%,?
COc1ccc2[nH]c(=O)c3c(c2c1)OC(C)(C)C=C3,-5.2%,.,2.1%,0.2%,-9.4%,-15.4%
CC(=O)N(C(C)=O)N1C(=O)C2C3c4ccccc4C(c4ccccc43)C2C1=O (configuration not stated),0.6%,0.2%,2.2%,.,-0.5%,-1.6%
CSc1ccc(NC(=O)Nc2cc(C)ccn2)cc1,-0.5%,i,0.4%,3.1%,-15.6%,124.9%[activator]
COc1ccc(/C=C2\SC(=S)N(CCC(=O)N(CCO)c3ccccc3)C2=O)cc1OC,0.7%,39.2%[activator],-6.7%,0.2%,14.2%,?
COc1ccc(C)cc1NC(=O)CCNS(=O)(=O)c1cccc2nonc12,28.4%&2.5%,21.1%,-2.7%,0.3%&0.2%,-8.9%,0.0%
CC(C)C1Cc2c(C#N)c(N)n(C)c(=S)c2CO1 (configuration not stated),-14.7%,?,-1.7%,?,-13.1%,19.2%
CCOP(=O)(OCC)C(Nc1ccc(C(=O)O)cc1)c1ccccc1 (configuration not stated),5.6%,4.7%,-4.0%,8.6%,8.4%,-1.2%
CC(C)(C)c1cnnn1-c1ccc(C(=O)CCl)cc1,-3.5%,50.6%[activator],0.9%,8.91µM*,?,-5.9%
O=C(CSCc1ccc(Br)cc1)N1CCCC1,2.2%,?,1.2%,-1.3%,14.5%,8.4%
CN1CCN(CCCNC(=O)c2ccc3c(Cl)c4c(nc3c2)CCCC4)CC1,0.0%,-14.5%,-0.8%,-13.7%,10µM*,?
O=C(CSc1ccc2c(c1)OCCO2)N1CCN(c2ccccc2O)CC1,-2.9%,7.38µM*,.,-29.4%,?,?
O=C(/C=C/c1ccccc1[N+](=O)[O-])NCc1ccncc1,1.9%,?,3.7%,-10.8%,6.6%,56.8%[activator]
Cc1ccc(C(=O)N/N=C/c2ccc(N3CCOCC3)cc2)c(C)c1,11.3%,1.0%,-4.7%,-4.4%,9.6%,19.0%
CCOC(=O)C1CCCN(C(=O)C2CCN(S(=O)(=O)c3ccc4ccccc4c3)CC2)C1 (configuration not stated),-14.3%,41.0%[activator],-4.0%,-10.7%,?,6.3%
